Screens (PubChem)
Fam108B inh = blocks mouse Fam108B hydrolase in RBBP9 counter-screen. recombinant Fam108B, FP-Rh probe fluorescence polarization. inhibition, % at 9.51 µM. 300,000 tested, 0.33% active. AID 1947;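 active means inhibition above the screen mean inhibition plus 3 SD, computed separately per campaign, cut at about 18% in these data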;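 further: inhibitors lower polarization as less probe binds the enzyme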
Efflux pump mplx = antifungal efflux pump inhibition, Nile Red retention; inhibition, % at 10 µM; S. cerevisiae Candida pump triplex; 330,000 tested, 0.44% active;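 active means plate passing quality check with inhibition over a set limit, or well fluorescence over plate mean plus 4 SD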;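 further: Nile Red retained in pooled yeast measured as flow cytometry median fluorescence; 0% = buffer negative control and 100% = Enniatin B positive control; higher means more Nile Red kept so more efflux inhibition; some compounds called inactive have numbers as strong as hits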
MCL1 BIM primary = MCL1-BIM-BH3 interaction inhibition (human). GST-MCL1 / FITC-Bim-BH3 fluorescence polarization. Q07820. inhibition, % at 10.9 µM. AID 2057. 320,000 tested, 0.68% active;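 active means inhibition above the mean inhibition of all tested compounds plus 3 SD, set per campaign, cut at about 40% in these data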;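 further: 0% = DMSO wells and 100% = unlabeled Bim-BH3 peptide control; higher means more loss of mP so more displacement of Bim peptide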
Target sequence (Q07820 whole entry, looked up): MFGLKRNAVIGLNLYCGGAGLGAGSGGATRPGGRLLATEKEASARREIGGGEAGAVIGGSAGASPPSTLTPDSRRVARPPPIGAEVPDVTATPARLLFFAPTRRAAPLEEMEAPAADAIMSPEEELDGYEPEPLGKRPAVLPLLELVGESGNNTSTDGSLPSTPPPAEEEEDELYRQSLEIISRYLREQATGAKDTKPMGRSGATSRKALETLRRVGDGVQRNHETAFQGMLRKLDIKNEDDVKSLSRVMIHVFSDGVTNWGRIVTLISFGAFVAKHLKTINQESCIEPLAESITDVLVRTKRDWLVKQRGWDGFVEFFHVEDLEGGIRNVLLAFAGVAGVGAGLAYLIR
GLD-1 TGE inh = GLD-1-TGE RNA interaction inhibition (C. elegans). inhibition, % at 5.96 µM. 320,000 tested, 0.44% active. Q17339. purified GLD-1 + fluorescein TGE RNA, fluorescence polarization;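 active means percent inhibition above a per-plate cutoff, the plate mean of test compounds plus 3 SD, cut at about 30% in these data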;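 further: 0% = DMSO wells with GLD-1 and probe and 100% = wells lacking GLD-1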
VLA-4 inh = inhibition in a human VLA-4 binding assay | inhibition, % (about 7 µM as worked out from the volumes in the protocol) | P13612 | AID 2557 | VLA-4 expressing cells, ligand binding flow cytometry | 330,000 tested, 0.2% active; in the data active means inhibition above about 50%
MEX-5 binding = C. elegans MEX-5 TCR-2 RNA binding activity | activity score (negative = inhibition of binding), % at 10 µM | Q9XUB2 | 300,000 tested, 0.38% active | MEX-5/FITC-TCR2 RNA binding, fluorescence polarization; active compounds read low | AID 1832;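 active means inhibition past about -25% in most replicates, and total fluorescence under double the plate's negative control median, limit read from the data; inconclusive means replicates evenly split on the limit, or fluorescence at least double controls; inactive means too little inhibition in most replicates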;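 further: 0% = DMSO and -100% = 5 µM competing unlabeled TCR2 RNA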
BCLXL inh = inhibitors of human Bcl-xL; Q07817; GST-Bcl-xL / FITC-Bim BH3 peptide fluorescence polarization; inhibition, % at 10.9 µM; 320,000 tested, 0.7% active; AID 2129;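 active means inhibition above the mean of all tested compounds plus 3 SD, cutoff set per campaign, cut at about 30% in these data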;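 further: 0% = DMSO wells and 100% = unlabeled Bim-BH3 peptide competitor; inhibitors lower millipolarization by displacing the labeled peptide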
Target sequence (Q07817 whole entry, looked up): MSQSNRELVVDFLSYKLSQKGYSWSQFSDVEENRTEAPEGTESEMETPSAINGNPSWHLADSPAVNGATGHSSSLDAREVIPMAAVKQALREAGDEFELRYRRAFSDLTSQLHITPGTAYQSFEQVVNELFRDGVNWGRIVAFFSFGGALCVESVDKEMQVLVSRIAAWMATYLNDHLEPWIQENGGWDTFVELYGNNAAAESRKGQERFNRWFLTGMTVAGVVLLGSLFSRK
GRK2 aptamer HTS = human GRK2 inhibition via aptamer displacement | P25098 | bead flow cytometry, FAM-aptamer displacement from GRK2 | inhibition of aptamer binding, % at 10 µM | 330,000 tested, 0.59% active;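 active means inhibition of aptamer binding above 40%, roughly 3 SD of noise, on plates passing a quality check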;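 further: median bead fluorescence of bound FAM aptamer so fluorescent compounds give negative values; no value below 0 was filed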
PME-1 inh = PME-1 (human) inhibition; recombinant PME-1, FP-Rh probe fluorescence polarization; inhibition, % at 5.9 µM; 320,000 tested, 0.53% active; AID 2130;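 active means inhibition above the campaign mean of all compounds plus 3 SD, cut at about 26% in these data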;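 further: competitive labeling of PME-1 active site by serine hydrolase directed probe; 0% = PME-1 with DMSO and 100% = wells lacking PME-1 enzyme; inhibitors block probe labeling so polarization falls and inhibition rises; many of its hits are not listed in these tables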
The depositor's hits bear a star; ? = inconclusive; · = not tested or not shown.

compound	BCLXL inh	MCL1 BIM primary	MEX-5 binding	VLA-4 inh	PME-1 inh	Efflux pump mplx	GRK2 aptamer HTS	Fam108B inh	GLD-1 TGE inh
CCOC(=O)COc1cccc2c(=O)n(CC(=O)NCc3ccc4c(c3)OCO4)ccc12	1	4	2.8	0	-2	0.1	3	0	-6
CCOc1ccc(NC(=O)CSc2ccc3nnc(-c4ccccn4)n3n2)cc1	4	1	-0.2	12	3	0.1	0	-4	2
Cc1ccc(-n2nnnc2SCC(=O)NNC(=O)c2ccco2)cc1C	-2	0	2.3	9	5	0.1	0	0	-4
Cc1ccc(Nc2ccc3nonc3c2[N+](=O)[O-])cc1	2	-8	3.1	17	2	-0.1	3	3	-4
O=S(=O)(NCc1nc2ccccc2[nH]1)c1ccccc1	5	2	3.0	-2	4	-3.2	0	3	6
CCCCc1c(O)nc(SCC(=O)NCC2CCCO2)[nH]c1=O (stereo not drawn)	5	9	-0.8	-1	-4	0.0	0	-5	7
S=C(Nc1ccc(Br)cc1)N1CCN(c2ccccn2)CC1	9	11	-0.6	21	-2	0.1	1	2	7
CC(=O)C1=C(O)C(=O)N(c2ccc(F)cc2)C1c1ccc(C)cc1 (stereo not drawn)	7	8	0.5	7	0	-0.1	·	-1	2
COc1cccc(NC(=O)CN(C)C(=O)c2c(C)noc2C)c1	-1	-2	·	0	-2	-0.1	0	·	0
COc1cccc(NC(=O)N2CCN(c3ccc(C(F)(F)F)cn3)CC2)c1	3	0	1.7	2	4	0.0	1	-2	2
CC1CCN(C(=O)C2CCN(c3nnc(-n4cccc4)s3)CC2)CC1	2	-3	2.8	-7	3	0.0	0	0	0
Nc1nnc(CC(=O)N/N=C/c2cc([N+](=O)[O-])cc(Br)c2O)s1	8	44*	?	6	-3	-0.1	0	10	-1
CC(=O)c1c(C)[nH]c(C(=O)COC(=O)CNS(=O)(=O)c2ccccc2)c1C	0	9	2.7	-4	2	-0.1	1	-1	4
Cc1ccc(/C(O)=C2\C(=O)C(=O)N(C)C2c2ccc(F)cc2)cc1 (stereo not drawn)	·	·	1.0	-5	·	0.1	0	·	·
O=C(NC(=S)Nc1ccc2[nH]c(=O)[nH]c2c1)c1cncc(Br)c1	12	20	-2.0	5	3	0.8*	0	0	-1
COC(=O)c1ccc(C(=O)OC)c(NC(=O)CCS(=O)(=O)Cc2ccccc2)c1	6	7	0.2	-11	-2	0.0	1	-3	1
CN(CCCC(=O)Nc1ccncc1)S(=O)(=O)c1ccc(Cl)cc1	6	2	-1.0	0	-5	-0.1	0	-1	6
COCCOC(=O)C1=C(C)NC(=O)NC1c1cc2c(cc1Br)OCO2 (stereo not drawn)	4	0	-1.3	14	-4	0.5	4	5	4
CCOc1ccc(C)cc1S(=O)(=O)NC1CCCCC1	-2	0	0.1	-30	1	0.0	2	-3	-2
O=C1N(Cc2cccnc2)C[C@@H]2C[C@@H](c3cccc(OCc4ccccc4)c3)N3CCC[C@@]123	1	-1	1.3	1	-4	0.5	0	-3	-3
c1ccc(CCN(Cc2ccccc2)Cc2nc(C3CC3)no2)cc1	-2	8	-1.6	17	2	-0.1	0	0	-6
COC(=O)c1cc(-c2ccc(S(=O)(=O)N3CCCC3)cc2)c(C(F)(F)F)s1	1	-2	-2.5	19	-1	0.1	1	-2	9
Cc1cccc(C(=O)Nc2ccc(N3CCN(C(=O)c4ccco4)CC3)cc2)c1	5	4	-3.3	18	-3	-0.1	2	2	-2
Cc1ccc(C)c(N(CC(=O)NCc2ccco2)C(=O)CNS(=O)(=O)c2ccccc2)c1	6	2	0.2	-1	-2	0.1	0	0	-1
CCCCN(C(=O)c1cccc(N2C(=O)c3ccccc3C2=O)c1)c1c(N)n(CC(C)C)c(=O)[nH]c1=O	-5	-8	·	-4	-6	0.0	0	·	3
O=C(NCCCN1CCOCC1)c1ccc2nc(Cc3ccccc3F)oc2c1	·	·	-0.3	-1	·	-0.5	0	·	·
Cc1ccc(C(=O)NC(=O)CSc2nncn2C)cc1	5	7	-0.7	-3	-1	-0.1	1	-1	3
CC(=O)c1c(C)[nH]c(C(=O)OCn2nnc3ccccc3c2=O)c1C	8	9	11	-2	7	0.2	0	0	3
c1ccc(CN2CCC(Nc3ncnc4sccc34)CC2)cc1	-3	1	-1.2	-9	-8	0.0	0	-1	2
C=CCn1c(SCC(=O)NCCCC)nc2scc(-c3ccco3)c2c1=O	-3	2	2.5	-3	-1	-0.1	0	-5	1
CCOc1ccc(C(=O)OCC(=O)N(Cc2ccccc2)Cc2ccccc2)cc1OC	2	-7	·	5	-5	0.2	0	·	-2
COc1cc2oc(=O)cc(C)c2c(OC)c1OC	3	-1	-1.5	0	9	0.0	0	4	2
CSCC[C@H](NC(=O)N1CCn2c1nc1ccccc12)C(=O)N[C@H](Cc1ccccc1)C(=O)O	4	1	-0.4	-1	-2	-0.1	0	-3	2
CC(C)Oc1ccc(C(=O)Nc2ccc(N3CCN(C(=O)c4ccco4)CC3)cc2)cc1	-1	-2	1.1	13	-3	0.0	2	2	4
Cc1cccc(N2CCN(C(=O)c3ccc(Cl)c(NC4=NC5CS(=O)(=O)CC5S4)c3)CC2C)c1 (stereo not drawn)	0	0	3.7	-14	-2	0.1	0	-6	-1
COc1ccc(Nc2ccc(N3C(=O)CC(C)C3=O)cc2[N+](=O)[O-])cc1OC (stereo not drawn)	10	6	-1.8	3	1	0.0	0	2	2
COc1ccc(CC(=O)O/N=C(\N)c2ccccc2)cc1OC	2	1	-0.8	7	1	0.0	0	-1	4
O=C(NCc1ccco1)Nc1cccs1	4	11	0.8	-13	-8	0.0	1	1	3
COC(=O)c1ccc(CSc2nnc3nc(C)cc(C)n23)cc1	-8	1	-0.9	-1	1	0.1	0	-3	0
COc1cc(NC(=O)c2cncc(-c3ccc(C#N)cc3)c2)cc(C(=O)Nc2cccc(C(F)(F)F)c2)c1	-2	-8	1.7	-14	-13	-0.2	5	-17	0
CCOCCCNC(=O)CSc1ccccc1	10	6	0.6	17	-1	0.0	1	4	2
C#CC(C)(CC)NC(=O)c1cc2nc(C3CC3)cc(C(F)(F)F)n2n1 (stereo not drawn)	4	-4	-4.5	6	7	-0.1	3	-2	-6
COC(=O)CNC(=O)C1CC(=O)N(CCc2ccc(F)cc2)C1 (stereo not drawn)	4	4	3.3	6	3	0.0	2	0	2
Cc1ccccc1/C=C/C(=O)NCC(=O)N1CCC(N(C)C2CCCCC2C)CC1 (stereo not drawn)	3	1	-1.8	1	-5	0.0	0	2	3
Cc1ccc(-c2nn(-c3ccccc3)cc2/C=C(\C#N)c2cccc(C#N)c2)o1	8	9	-16	26	-8	0.1	0	-8	-3
COc1ccc(-c2[nH]ncc2CN(CC2CCC(=O)N2)C(C)C)cc1F (stereo not drawn)	4	3	2.0	5	1	-0.1	0	2	-1
COc1ccc(C(=O)NCC(=O)N/N=C(\C)Cc2ccccc2)cc1	0	2	0.8	4	1	-0.1	4	4	7
C=CC[C@H](CC(=O)N[C@H](CO)Cc1ccccc1)C(=O)N[C@@H](COC(=O)[C@@H](CC=C)Cc1ccc(F)cc1)Cc1c[nH]c2ccccc12	·	·	·	-3	·	0.3	0	·	0
Cc1ccc(C(=O)Nc2ccccc2C(=O)NCc2ccccc2)cc1	3	2	-2.0	5	-15	-0.6	1	-2	11
O=C(CSc1nc2c(cnn2-c2ccc(F)cc2)c(=O)[nH]1)N1CCCCC1	0	6	1.6	5	-5	0.4	0	3	-2
COc1cccc(-n2c(SCC(=O)NCC3CCCO3)nc3c(c2=O)SCC3)c1 (stereo not drawn)	-2	-2	-1.0	6	4	0.1	2	4	2
CCn1c(=N)c(S(=O)(=O)c2ccc(C)cc2)cc2c(=O)n3ccccc3nc21	6	6	?	-6	1	-0.1	0	-2	-8
O=S(=O)(c1cc(F)ccc1F)N1CCN2CCCC2C1 (stereo not drawn)	2	7	2.1	23	-2	-0.1	0	3	1
CCCNc1nc(N2CCOCC2)nc(N2CCOCC2)n1	-1	1	-0.7	12	-3	0.5	0	-2	-3
CCOC(=O)CCNC(=O)CCNC(=O)C(c1ccccc1)c1ccccc1	6	10	0.2	-8	1	0.1	2	0	5
COc1ccc(CC(=O)NC(C)c2nnc(SCC(=O)Nc3ccccc3)n2C)cc1 (stereo not drawn)	4	16	3.4	24	0	-0.2	2	-1	-1
COc1ccc(C2=NOC3(CC(=O)N(c4ccc(Cl)cc4)C3=O)C2)c(OC)c1 (stereo not drawn)	7	5	2.7	3	2	-0.1	0	8	6
CCc1ccc2oc(-c3ccc(NC(C)=O)cc3)nc2c1	3	2	-1.3	-32	-7	0.1	0	-1	4
O=C(NCc1cccnc1)c1cccs1	0	-3	0.1	-1	-3	-0.1	0	2	7
COc1ccc(CN2CNc3c(c(=O)n(C)c(=O)n3C)C2)cc1	3	1	-1.0	0	1	0.7	5	3	-6
CN(C(=O)COC(=O)CCc1nc2ccccc2c(=O)[nH]1)C1CCS(=O)(=O)C1 (stereo not drawn)	-3	-3	3.3	-4	3	0.4	0	1	-3
COc1ccc(-c2cc(C(=O)N3CCCC(C(F)(F)F)C3)c3ccccc3n2)cc1OC (stereo not drawn)	3	7	0.7	-7	3	0.4*	2	-1	5
CC(=O)Nc1ccc(/C(C)=N/NC(=O)c2ccncc2)cc1	0	-3	0.4	1	-5	0.0	0	-4	5

Only part of the results is shown (hit frequency here may not be typical).
